# Source: PubChem
# RECQ1 inh – inhibitors of human RECQ1 DNA helicase | RECQ1 DNA unwinding, red fluorescence kinetic read | P46063 | 0.54% of 240,000 active | Potency, µM (doses to about 57.3 µM), for the others: top-dose activity, negative = inhibition, usual class: inhibitors | AID 2549;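 note: plate controls were vehicle for no effect and no enzyme for full effect; nearly all actives have a fitted effect of over 30% in size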
# Target sequence (P46063 whole entry, looked up): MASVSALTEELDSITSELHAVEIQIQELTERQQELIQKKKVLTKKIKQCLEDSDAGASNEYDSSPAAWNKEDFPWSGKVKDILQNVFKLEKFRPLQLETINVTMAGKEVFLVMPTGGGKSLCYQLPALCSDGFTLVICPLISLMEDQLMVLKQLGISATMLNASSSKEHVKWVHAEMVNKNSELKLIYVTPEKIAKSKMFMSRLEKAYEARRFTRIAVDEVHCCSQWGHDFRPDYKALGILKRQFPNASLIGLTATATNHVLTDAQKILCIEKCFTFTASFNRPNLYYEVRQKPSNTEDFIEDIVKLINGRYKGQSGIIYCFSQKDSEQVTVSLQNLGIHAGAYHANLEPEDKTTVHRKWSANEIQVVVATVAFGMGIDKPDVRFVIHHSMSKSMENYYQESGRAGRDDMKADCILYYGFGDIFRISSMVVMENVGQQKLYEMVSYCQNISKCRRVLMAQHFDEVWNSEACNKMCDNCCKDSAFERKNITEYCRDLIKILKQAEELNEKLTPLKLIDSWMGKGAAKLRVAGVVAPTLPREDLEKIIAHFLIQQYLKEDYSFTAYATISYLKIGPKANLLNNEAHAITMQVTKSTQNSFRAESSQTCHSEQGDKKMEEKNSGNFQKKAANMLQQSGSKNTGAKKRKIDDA
#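 50 nM RECQ1T1 preincubated 15 min with compound in Tris pH 8.0 buffer with MgCl2, DTT, Tween-20 and 2.5 ug/ml poly(dI-dC); started with 200 nM TAMRA/BHQ-2 forked duplex and 2 mM ATP. Unwinding read as fluorescence (525/598 nm), two reads 2 h apart.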
# Tau ThT inhib – inhibitors of human tau fibril formation, thioflavin T binding; P10636; recombinant tau K18 P301L (four-repeat tau fragment), heparin-induced fibrillization, ThT fluorescence; Potency, µM (doses to about 57.4 µM), for inactives: at the highest dose activity, negative = inhibition, most hits filed as inhibitors; 2.1% of 270,000 active; AID 1460; note: nearly all actives have a fitted effect of over 55% in size
#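 In this qHTS, human K18 P301L tau is incubated with compound and heparin for 6 hr at 37 C, and Thioflavin T fluorescence then reports fibril load.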
# TRb SRC2 PPI – inhibitors of human thyroid hormone receptor beta-SRC2 interaction; 0.065% of 280,000 active; Potency, µM (doses to about 106 µM), for inactives: top-dose activity change, negative = inhibition, hits mostly inhibitors; P10828; TRbeta-SRC2 peptide binding, fluorescence polarization; receptor liganded with 1 µM T3;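 note: plate controls were bound peptide for no effect and peptide without receptor for full effect; nearly all actives have a fitted effect of over 50% in size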
#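 Human TRb LBD (0.6 uM) plus Texas Red-labeled SRC2 peptide (20 nM), 1uM T3, 5% DMSO, 5 hr at ambient temperature. Decreased polarization (555/632 nm) flags inhibition; data normalized to free and bound peptide controls.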
# RGS12 GoLoco inh – RGS12 GoLoco-Gai1 interaction inhibition. P63096. Gai1:RGS12 GoLoco peptide FP, rhodamine, 10 min. Potency, µM (titrated, usually from 61.6 µM), for the others: top-dose activity, negative = inhibition, actives largely listed as inhibitors. 0.44% of 230,000 active. AID 880; active = well fitted inhibition curve with a large enough effect, not every such curve was filed as active; inactive = no such curve, though single readings can be large or run the other way; note: nearly all actives have a fitted effect of over 30% in size; many of its hits are not listed in these tables
# TR SRC2 fluor cs – counter-screen for TRb-SRC2 inhibitors: fluorescence interference. TRb/SRC2 Texas Red total fluorescence interference. Potency, µM (top dose mostly 106 µM), inactives show at the top dose fluorescence change, negative = quenching. 0.29% of 280,000 active; active = well fitted curve in either direction with a large enough effect; inconclusive = small, poorly fitted or top-dose-only effect
#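 Human TRβ ligand-binding domain (0.6 uM) and Texas Red SRC2 peptide (20 nM) in Tris buffer with 1 uM T3 and 5% DMSO were incubated with pinned compound for 5 hr at ambient temperature. Total fluorescence was computed as S + 2P (555/632 nm).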
# JMJD2E inh – JMJD2E (human) inhibition | AID 2147 | 1.6% of 230,000 active | JMJD2E catalytic domain, FDH-coupled NADH fluorescence (FDH is formaldehyde dehydrogenase) | Potency, µM (top dose mostly 57.1 µM), inactives show top-dose activity change, negative = inhibition, actives largely listed as inhibitors | B2RXH2; active = well fitted inhibition curve with a large enough effect, not every such curve was filed as active; inconclusive = small, poorly fitted or top-dose-only effect, or another doubt; inactive = no such curve, though single readings can be large or run the other way;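 note: 0% = wells with enzyme and -100% = buffer wells without enzyme; nearly all actives have a fitted effect of over 50% in size; many of its hits are not listed in these tables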
# Target sequence (B2RXH2 1-337 limits assumed): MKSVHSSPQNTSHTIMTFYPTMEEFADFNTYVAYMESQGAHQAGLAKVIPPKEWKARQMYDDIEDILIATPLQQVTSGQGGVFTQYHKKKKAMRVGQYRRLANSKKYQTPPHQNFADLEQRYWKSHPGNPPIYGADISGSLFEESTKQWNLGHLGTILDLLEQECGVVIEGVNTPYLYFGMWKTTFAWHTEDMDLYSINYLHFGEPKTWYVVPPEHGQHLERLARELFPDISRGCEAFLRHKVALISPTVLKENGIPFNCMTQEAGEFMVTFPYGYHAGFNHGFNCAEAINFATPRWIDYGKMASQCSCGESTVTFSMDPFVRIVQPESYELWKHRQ
# Tau fibril FP – blocks human tau fibril formation measured by polarization | 0.39% of 280,000 active | K18 P301L tau heparin fibrillization, Alexa594 FP, 6 h | Potency, µM (highest dose often 57.7 µM), for the others: at the top dose activity, negative = inhibition, hits mostly inhibitors | P10636; note: nearly all actives have a fitted effect of over 55% in size
#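 K18 P301L tau (15 uM unlabeled/0.24 uM Alexa 594-labeled, final) + compound + heparin 20 uM final; 100 mM NaOAc pH 7; 6 hr 37 C; ThT 30 uM final added, 1 hr RT; FP ex 555/em 632 nm.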
# L3MBTL1 inh – L3MBTL1 (human) inhibition. Q9Y468. 0.66% of 230,000 active. Potency, µM (doses to about 57.1 µM), inactives show at the highest dose activity, negative = inhibition, most hits filed as inhibitors. AID 485360. AlphaScreen L3MBTL1–H3K9me1 peptide binding; note: nearly all actives have a fitted effect of over 60% in size
#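 Read-out is AlphaScreen signal from streptavidin donor and nickel chelate acceptor beads (10 ug/mL final each) bridging L3MBTL1 (50 nM) and biotinylated K9-monomethylated H3(1-15) peptide (75 nM), after 30 min compound exposure at room temperature.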
# * hit, by the source's call; i = inactive; ? = inconclusive; . = no result given; & = joins results of further samples; [ ] = another dose, or the depositor's remark. Unless noted, calls come from the whole dose curve; as a rule, active = well fitted curve in the direction sought with a large enough effect; inconclusive = small, poorly fitted or top-dose-only effect, or another doubt; inactive = no such curve, though single readings can be large; an effect the other way counts as inactive or inconclusive. Unless noted, % is set by controls: 0 for no effect and ±100 for the full control effect; potency is the fitted concentration of half-maximal effect.
SMILES,RECQ1 inh,Tau ThT inhib,TRb SRC2 PPI,RGS12 GoLoco inh,TR SRC2 fluor cs,JMJD2E inh,Tau fibril FP,L3MBTL1 inh
CCOC(=O)Cc1c(C)nc2c(-c3cccc(Br)c3)c[nH]n2c1=O,i,?,-4%,5%,-5%,?,5%,3%
CCOC(=O)CNc1nc(Cl)nc(NC(C)(C)C)n1,-2%,-8%,11%,7%,-1%,2%,2%,19%
CCOc1ccc(N(CC(=O)NCc2ccc(Cl)cc2)S(=O)(=O)c2c(C)noc2C)cc1,.,3%,-7%,.,0%,.,-8%,.
C=CCNC(=O)CN(c1ccc(F)cc1)S(=O)(=O)c1ccc(OC)cc1,-2%,10%,-1%,2%,-4%,2%,0%,1%
COC(=O)c1ccc(C(NC(=O)OCc2ccccc2)/C(=C/[C@@H](C)C(=O)NCc2cc(F)cc(F)c2)c2cccnc2)cc1 (stereo partly specified),i,3%,-4%,4%,-4%,4%,7%,.
CCOc1ccc2nc(C(C)O)[nH]c2c1 (stereo unspecified),-2%,-11%,-2%,-6%,-1%,12%,1%,-17%
Cc1[nH]nc(SCC(=O)N2CCOCC2)c1[N+](=O)[O-],i,1%,0%,-5%,0%,5%,-4%,1%
Cc1ccc(C2C(C(=O)c3sc(C)nc3C)=C(O)C(=O)N2CCCN(C)C)o1 (stereo unspecified),-4%,-8%,-11%,-3%,-2%,-2%,-4%,3%
Cc1nc2ccccc2[nH]c1=O,-3%,-7%,-6%,-6%,-4%,330%,-3%,-8%
CCC(=O)N1CCN(c2ccc(NC(=O)c3ccc(Br)o3)cc2)CC1,-2%,?,-3%,-3%,-4%,-11%,-1%,-11%
CSc1ccc(C(=O)C2CCCN(C(=O)c3ccsc3)C2)cc1 (stereo unspecified),16%,-15%,3%,12%,-2%,2%,8%,-9%
Cn1ncc2c(Nc3ccccc3Cl)nc(Cl)nc21,i,-2%,-5%,-10%,0%,-1%,-8%,9%
CN(C)c1ccc(NC(=O)C2CCCN(S(=O)(=O)c3ccccc3)C2)cc1 (stereo unspecified),i,-5%,-6%,-17%,-1%,-2%,5%,-23%
COc1cc(-c2nnc(NC(=O)c3ccc(S(=O)(=O)N4CCOCC4)cc3)o2)cc(OC)c1OC,i,4%,-6%,-2%,-2%,-6%,-3%,8%
CCCCCCCCSc1nnc2[nH]c(=O)cc(N)n12,1%,2%,-2%,4%,0%,2%,8%,.
CCn1c(SCC(=O)OCC(=O)N2c3ccccc3NC(=O)C2(C)C)nnc1-c1ccco1,-1%,-10%,8%,3%,0%,4%,-2%,1%
COc1ccc(NC(=O)Nc2ccc3c(c2)CCC3)c(OC)c1,-7%,0%,-3%,6%,-6%,-8%,-2%,-20%[11.4 µM]
COc1ccc(NC(=O)c2c(NCc3cccs3)sc3c2CCCC3)c(OC)c1,.,?,4%,.,-3%,.,1%,.
Cn1c(C(=O)NCCc2ccccc2)cc2sc(Cl)cc21,.,?,1%,.,0%,.,-12%,.
Cc1cc(O)c(-c2n[nH]c3c2C(c2cccc(O)c2)N(Cc2cccnc2)C3=O)cc1Cl (stereo unspecified),-14%,-11%,-1%,30%[activator],-3%,-5%,-6%,.
O=C1CCCCC1S(=O)(=O)c1ccccc1 (stereo unspecified),4%,?,0%,-5%,0%,6%,-2%,8%
Cc1ccc(NC(=O)N2CCCCC2)cc1[N+](=O)[O-],-3%,-11%,2%,-3%,-2%,1%,-16%,2%
COC(=O)c1ccccc1-c1ccc(C(c2c(C)[nH][nH]c2=O)c2c(C)[nH][nH]c2=O)o1,24%,-3%,4%,6%,-1%,0%,-5%,4%
OCCN=C1CCCc2c1[nH]c1ccc(Cl)cc21,-18%,-15%,-7%,8%,-2%,?,13%,9%
CNc1nc(N/N=C/c2cc3c(cc2[N+](=O)[O-])OCO3)nc(Nc2ccccc2)n1,-6%,7.1µM*,0%,2%,2%,2%,7%,.
CC(C)CCN1CCN(Cc2ccc(N3CCNC3=O)cc2)CC1CCO (stereo unspecified),i,-15%,-3%,-7%,0%,-11%,3%,3%
O=c1cc(-c2ccc(Cl)cc2)oc(=O)[nH]1,9%,-6%,2%,14%,-2%,7%,-1%,-2%
O=c1c2ccccc2n(Cc2ccc(F)cc2)c(=O)n1C1CCCC1,-8%,0%,-5%,-7%,3%,3%,0%,16%
O=C(c1cc2ccc3cccnc3c2[nH]1)N1CCN(c2cccc(C(F)(F)F)c2)CC1,.,?,-7%,.,-1%,.,-8%,.
O=C(CCc1ccccc1)Nc1ccc(N2CCOCC2)cc1,-7%,?,8%,8%,1%,11%,5%,-3%
C=C(C)C(=O)OCC1CN2C(CCC(C)C2c2ccc(Br)cc2)C(=O)O1 (stereo unspecified),-1%&-1%[11.5 µM],-6%&-17%&-2%[11.5 µM],4%&5%&0%[11.2 µM],.,0%&-6%&-1%[11.2 µM],.,6%&0%&1%[11.6 µM],.
O=C(COC(=O)CC1c2ccccc2CCN1S(=O)(=O)c1ccc(F)cc1)Nc1ccccc1 (stereo unspecified),-10%,-5%,2%,-10%,?,-13%,0%,6%
C/C(=N\NC(=O)c1cc(C(C)C)[nH]n1)c1ccco1,-6%,2%,3%,10%,-11%,5%,6%,-12%
CCc1nnc(NC(=O)c2ccc3c(=O)n4c(nc3c2)CCCCC4)s1,i,.,-4%,-3%,1%,-3%,6%,.
CCOC(=O)CSC1=C(C#N)C(C)C2=C(CCCC2=O)N1 (stereo unspecified),7%,-15%,-2%,4%,-1%,?,-10%,8%
CC(C)(C)NS(=O)(=O)c1ccc(CCC(=O)N2CCOCC2)cc1,1%,0%,0%,-11%,-1%,-5%,6%,-7%
CCCc1nc2sc3c(c2c(=O)n1NC(=O)CCC(=O)O)CCCC3,-4%,3%,-2%,3%,4%,7%,-3%,12%
COc1cc(SC)ccc1C(=O)Nc1cccc(C)n1,-8%,?,-3%,9%,-1%,-1%,-2%,11%
COc1ccc(-c2nn(-c3ccccc3)cc2/C=N/n2cnnc2)cc1OC,-17%,0%,-3%,6%,2%,-12%,-3%,5%[11.4 µM]
CCOc1ccc(-c2csc(N)c2C(=O)OC)cc1,?,?,29%,3%,22%,-17%,2%,.
Cc1nn(C)c(C)c1S(=O)(=O)N1CCC(C(=O)NCCC2=CCCCC2)CC1,-14%,-7%,-8%,2%,-2%,3%,8%,.
COc1ccc(N2C(=O)CS/C2=N\C(=S)Nc2ccccc2)cc1,-6%,-7%,-5%,11%,-2%,0%,2%,-8%
NCC(O)C1CCCCCCC1 (stereo unspecified),-6%,-16%,1%,6%,-2%,?,5%,.
CCOC(=O)c1c(C)[nH]c(C(=O)COC(=O)CN2C(=O)C3CCCCC3C2=O)c1C (stereo unspecified),-1%,-16%,1%,8%,-2%,2%,-4%,-1%
CCCCC(=O)NCCc1ccc(OC)cc1,-7%,-2%,-7%,3%,-2%,7%,-10%,.
O/N=C/c1cn(-c2ccccc2)nc1-c1ccc2c(c1)OCCO2,-2%,-12%,3%,7%,-5%,?,-18%,-3%
Cc1cc(=O)n(Cc2ccc(F)cc2Cl)c2c1c(C)nn2-c1ccccc1,.,2%,5%,.,0%,.,-6%,.
Cc1c(S(=O)(=O)N2CCc3ccccc3C2)c(=O)n(C)c(=O)n1C,-9%,-5%,-8%,4%,0%,-3%,1%,-2%
COc1cc(OC)cc(C(=O)NC(=S)Nc2nnn(C)n2)c1,-3%,-13%,-6%,-8%,2%,-6%,-11%,-5%
Cc1cc(C(=O)NNC(=S)NC(=O)/C=C/c2ccccc2Cl)n[nH]1,-2%,?,-7%,20%,-8%,7.9µM*,12%,.
# Continued.
SMILES,RECQ1 inh,Tau ThT inhib,TRb SRC2 PPI,RGS12 GoLoco inh,TR SRC2 fluor cs,JMJD2E inh,Tau fibril FP,L3MBTL1 inh
N#Cc1ccccc1NC(=O)CSc1nnc(-c2ccc(F)cc2)n1-c1ccccc1,4%,-5%,-1%,6%,-5%,6%,6%,0%
CCc1ccc(NC(=O)CSc2ccccn2)cc1,-4%,-1%,-4%,15%,-3%,8%,-5%,28%
Cc1nc2c(c(C)nn2-c2ccccc2)c(C)c1CCC(=O)Nc1ccc(F)cc1,.,8%,-3%,.,-2%,.,?,.
CC(C)(C)Nc1c([N+](=O)[O-])c(=O)sc2ccccc12,3%,?,1%,8%,-1%,0%,9%,.
O=c1[nH]c2cc3c(cc2cc1C(c1nnnn1C1CCCC1)N1CCCc2ccccc21)OCCO3 (stereo unspecified),-2%,?,2%,4%,-2%,-3%,10%,-5%
CCOC(=O)CS(=O)(=O)c1ccc(C(F)(F)F)cn1,-17%,7%,-4%,5%,0%,5%,1%,7%
COc1ccc2[nH]c3c(NCc4ccco4)ncnc3c2c1,-16%,?,-5%,-3%,-4%,?,?,-11%
Cc1cc(C(=O)NCC(=O)O)c(C)o1,1%,-10%,-5%,-4%,0%,4%,-6%,.
Cc1ccc(OCCn2c(CNc3ccccc3C)nc3ccccc32)cc1,.,-6%,1%,.,0%,.,-8%,.
COCCn1nnnc1C(CC(C)C)N1CCN(c2cccc(OC)c2)CC1 (stereo unspecified),4%,-7%,-20%,6%,-1%,-13%,7%,.
CCCOc1ccc(C2C(=O)N(C3CCCCC3)CC(=O)N2CCC2=CCCCC2)cc1OC (stereo unspecified),.,3%,-5%,.,0%,.,2%,.
Nn1cc(-c2ccccc2)nc1SCC(=O)Nc1ccc2c(c1)OCO2,-9%,-16%,-7%,-12%,-2%,-4%,6%,-24%

# Three compounds from above with just TRb SRC2 PPI and RECQ1 inh:
canonical_smiles	TRb SRC2 PPI	RECQ1 inh
CCCc1nc2sc3c(c2c(=O)n1NC(=O)CCC(=O)O)CCCC3	-2%	-4%
COc1cc(SC)ccc1C(=O)Nc1cccc(C)n1	-3%	-8%
COc1ccc(-c2nn(-c3ccccc3)cc2/C=N/n2cnnc2)cc1OC	-3%	-17%

# Only part of the results is shown; count on the stated rates, not on these rows.
